Screening results: PubChem, National Center for Advancing Translational Sciences (NCATS)
Pol iota inh: inhibitors of human DNA polymerase iota; Q9UNA4; Pol iota fluorescent replication assay, 10 min; Potency, µM (highest dose often 115 µM), for the others: top-dose activity, negative = inhibition, most hits filed as inhibitors; 390,000 tested, 1% active; note: potency is the fitted concentration of half-maximal effect
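Fluorescent replication assay read twice, at 0 min and 10 min after adding 50 nM (final) substrate. Enzyme (10 nM) and compounds were first incubated 15 min at room temperature; enzyme-free buffer wells were negative controls.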
BLM inh: Bloom syndrome helicase (human) inhibition. P54132. recombinant BLM DNA unwinding, fluorescence dequenching. Potency, µM (highest dose often 56.1 µM), inactives show top-dose activity change, negative = inhibition, actives largely listed as inhibitors. 350,000 tested, 0.2% active;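 note: potency is the fitted concentration of half-maximal effect; plate controls were vehicle for no effect and no enzyme for full effect; nearly all actives have a fitted effect of over 35% in size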
Target sequence (P54132 whole entry, looked up): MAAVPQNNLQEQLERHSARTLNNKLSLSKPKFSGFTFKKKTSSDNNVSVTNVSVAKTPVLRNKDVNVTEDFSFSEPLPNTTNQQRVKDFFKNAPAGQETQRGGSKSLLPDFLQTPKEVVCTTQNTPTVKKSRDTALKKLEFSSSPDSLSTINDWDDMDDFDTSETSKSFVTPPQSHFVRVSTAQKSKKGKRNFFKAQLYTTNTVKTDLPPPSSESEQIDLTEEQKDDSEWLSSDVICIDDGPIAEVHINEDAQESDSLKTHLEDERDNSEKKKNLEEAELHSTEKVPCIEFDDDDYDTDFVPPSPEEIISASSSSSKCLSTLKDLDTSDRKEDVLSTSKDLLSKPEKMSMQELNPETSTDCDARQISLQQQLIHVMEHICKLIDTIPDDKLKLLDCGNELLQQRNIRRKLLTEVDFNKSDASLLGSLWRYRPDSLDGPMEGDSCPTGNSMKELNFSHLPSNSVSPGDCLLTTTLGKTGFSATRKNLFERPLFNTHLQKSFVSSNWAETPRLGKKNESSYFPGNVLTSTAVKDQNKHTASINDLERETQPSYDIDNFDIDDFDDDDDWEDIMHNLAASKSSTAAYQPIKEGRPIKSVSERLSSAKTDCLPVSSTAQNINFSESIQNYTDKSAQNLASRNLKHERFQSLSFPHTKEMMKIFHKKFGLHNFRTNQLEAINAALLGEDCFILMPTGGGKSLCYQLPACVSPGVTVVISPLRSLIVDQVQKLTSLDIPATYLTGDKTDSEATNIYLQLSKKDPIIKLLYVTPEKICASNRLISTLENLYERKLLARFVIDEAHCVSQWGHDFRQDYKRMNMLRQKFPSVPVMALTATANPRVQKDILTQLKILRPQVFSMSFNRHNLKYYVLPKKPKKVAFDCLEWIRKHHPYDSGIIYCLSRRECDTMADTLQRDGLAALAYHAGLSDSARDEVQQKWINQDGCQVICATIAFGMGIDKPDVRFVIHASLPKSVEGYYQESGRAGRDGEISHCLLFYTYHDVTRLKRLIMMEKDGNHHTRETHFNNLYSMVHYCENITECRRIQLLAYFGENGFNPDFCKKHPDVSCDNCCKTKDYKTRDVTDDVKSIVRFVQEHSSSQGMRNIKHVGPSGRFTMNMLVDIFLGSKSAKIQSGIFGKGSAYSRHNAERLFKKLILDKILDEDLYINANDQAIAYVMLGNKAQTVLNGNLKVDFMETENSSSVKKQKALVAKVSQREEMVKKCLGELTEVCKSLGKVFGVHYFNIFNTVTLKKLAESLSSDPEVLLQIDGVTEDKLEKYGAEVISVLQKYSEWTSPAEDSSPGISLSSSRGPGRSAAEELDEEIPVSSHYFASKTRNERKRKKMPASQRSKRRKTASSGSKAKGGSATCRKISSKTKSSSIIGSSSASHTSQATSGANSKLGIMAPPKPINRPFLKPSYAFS
Anesthetic bind: candidate novel general anesthetic via apoferritin binding | 350,000 tested, 0.074% active | apoferritin/1-aminoanthracene competitive binding, fluorescence | AID 485281 | Potency, µM (titrated, usually from 77.5 µM), for the others: at the top dose activity change, negative = displacement, hits mostly inhibitors; note: potency is the fitted concentration of half-maximal effect; % is set by controls: 0 for no effect and ±100 for the full control effect; nearly all actives have a fitted effect of over 20% in size
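10 uM apoferritin + 50% sat. 1-AMA, PBS; cpd 10 min RT; Ex380/Em535 endpoint; normalized to free probe vs complex; 4-param Hill fit; propofol titration as pos. ctrl.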
POLK inh: blocks human DNA polymerase kappa activity | purified Pol kappa, fluorescent DNA synthesis assay, 10 min | Potency, µM (top dose mostly 107 µM), inactives show top-dose activity, negative = inhibition, most hits filed as inhibitors | 400,000 tested, 0.53% active | AID 588579; note: potency is the fitted concentration of half-maximal effect; % is set by controls: 0 for no effect and ±100 for the full control effect
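Pol kappa 10 nM + cpd, 15 min RT; start w/ substrate 50 nM final; fluorescence kinetic read, 0 and 10 min. Neg ctrl: buffer, no enzyme.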
APEX1 inh: blocks human APE1 abasic DNA cleavage; Potency, µM (series often up to 65.8 µM), without a hit: at the highest dose activity change, negative = inhibition, hits mostly inhibitors; 350,000 tested, 0.35% active; P27695; recombinant APE1, TAMRA/BHQ-2 abasic DNA cleavage fluorescence;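 note: potency is the fitted concentration of half-maximal effect; plate controls were vehicle for no effect and reference inhibitor for full effect; nearly all actives have a fitted effect of over 55% in size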
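0.75 nM APE1 + cpd, 15 min RT; start w/ 50 nM TAMRA/BHQ-2 THF-abasic dsDNA; kinetic fluor 525/598 nm ×3 reads @60 s; Δ(read3−read1); normalized to DMSO and NSC13755 control wells.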
LDHA block: inhibitors of human lactate dehydrogenase A; activity change, % (values are at about 110 or 230 µM); 480,000 tested, 0.15% active; P00338; purified LDHA, NADH/diaphorase-resazurin fluorescence; stronger effect = lower value; in the data active = activity change below about -30%; inconclusive = mostly about -25% to -30%;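 note: plate controls were DMSO wells for no effect and wells without enzyme for full effect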
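Human LDH5 (2 nM) was incubated with 0.06 mM NADH and 0.2 mM pyruvate for 5 min at room temperature in Tris pH 7.4. Remaining NADH was coupled through diaphorase/resazurin, and resorufin fluorescence was read at 0 and 20 min.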
Pol beta inh: blocks human DNA polymerase beta activity; P06746; Pol beta primer extension/strand displacement, fluorescence kinetic; Potency, µM (doses to about 114 µM), without a hit: top-dose activity change, negative = inhibition, actives largely listed as inhibitors; 340,000 tested, 1.3% active; note: potency is the fitted concentration of half-maximal effect; % is set by controls: 0 for no effect and ±100 for the full control effect
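Reaction started by 50 nM substrate onto compound-treated Pol beta (10 nM, 15 min preincubation, room temperature); plates read at 0 min and 10 min. Normalized concentration-effect data fitted by four-parameter Hill equation.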
Pol eta inh: blocks human DNA polymerase eta activity. Q9Y253. recombinant Pol eta, fluorescent DNA replication assay. Potency, µM (titrated, usually from 114 µM), for inactives: at the highest dose activity change, negative = inhibition, actives largely listed as inhibitors. 390,000 tested, 1.2% active; note: potency is the fitted concentration of half-maximal effect; % is set by controls: 0 for no effect and ±100 for the full control effect
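Pol eta at 10 nM preincubated with compounds 15 min at room temperature; reaction started with fluorescent substrate (50 nM final) and read kinetically at 0 and 10 min.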
Glioma ERSR ind: induces the endoplasmic reticulum stress response in human glioma cells | U87-MG GRP78 promoter luciferase reporter, 16 h | Potency, µM, for the others: at the highest dose activation, hits mostly activators | 420,000 tested, 0.02% active; note: potency is the fitted concentration of half-maximal effect; series mostly up to about 76 µM; % of control where 0% means no effect; nearly all actives have a fitted effect of over 35% in size
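ERSR induction read as luciferase luminescence (Bright-Glo, 10 min at room temperature) in stably transfected human U87-MG glioma cells exposed to compounds for 16 h, using GRP78 as sensor.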
Numbers without * were called inactive; ? = inconclusive; . = no result given; & = joins results of further samples; [ ] = another dose, or the depositor's remark. Unless noted, calls come from the whole dose curve; as a rule, active = well fitted curve in the direction sought with a large enough effect; inconclusive = small, poorly fitted or top-dose-only effect, or another doubt; inactive = no such curve, though single readings can be large; an effect the other way counts as inactive or inconclusive. The list is partial (hit frequency here may not be typical).

Each structure is followed by: Pol iota inh | BLM inh | Anesthetic bind | POLK inh | APEX1 inh | LDHA block | Pol beta inh | Pol eta inh | Glioma ERSR ind
O=C(/C=C/c1ccccc1)NCCSCc1ccccc1
 : 15% | -3% | ? | 1% | 2% | -10 | 7% | -19% | 2%
COc1ccc(NC(=S)NCC2CCCO2)c(C)c1 (stereo unspecified)
 : 7% | -1% | -6% | -3% | 1% | -4 | 10% | -10% | -1%
CCOC(=O)[C@@H]1CSCCS(=O)(=O)N1Cc1ccccc1Br
 : 11% | . | . | -23% | . | -9 | . | -4% | 1%
O=C1C(=O)N(CCN2CCOCC2)C(c2ccncc2)/C1=C(/O)c1ccc2c(c1)OCO2 (stereo unspecified)
 : 0% | 2% | -6% | -9% | -3% | 4 | -9% | 4% | -1%
Cn1c(/C=N/n2cnnc2)nc2ccccc21
 : 19% | 3% | 6% | -1%[60.1 µM] | -3% | -1 | -21% | -5% | -2%
CC1=C(CC/C(C)=N/NC(N)=S)C(C)(C)CCC1
 : 23% | -3% | -13% | -10% | 3% | -7 | 6% | -1% | 2%
O=S(=O)(N[C@H]1C[C@@H](NS(=O)(=O)OCC(Cl)(Cl)Cl)C2CCCCC21)OCC(Cl)(Cl)Cl (stereo partly specified)
 : 6% | -15% | -23% | -6% | -5% | 5 | 10% | -8% | -5%
CCCCOc1ccc(/C=C/C(=O)OCC(=O)NC(=O)NCC(C)C)cc1OCC
 : 28% | 6% | 5% | -3% | 21% | -6 | 29% | 0% | -4%
C/C(=N\N1CCN(c2ccc(Cl)cc2)CC1)c1cccs1
 : -9% | -1% | -4% | -2% | 4% | -3 | 11% | -13% | -1%
COCCN1C2=C(COC(C)(C)C2)C(=S)NC1c1ccccc1 (stereo unspecified)
 : -7%[58.9 µM] | -4% | 1% | -6% | 13% | 0 | 16% | -10% | 0%
Cc1nc([N+](=O)[O-])cn1CC(=O)Nc1ccc2c(c1)OCO2
 : 14% | -1% | 0% | -16% | 23% | -9 | ? | -16% | 0%
O=c1oc2ccc(Br)cc2cc1-c1nc2ccccc2o1
 : 22% | -4% | -6% | -6% | 0% | -15 | 21% | 0% | 1%
Cc1ccc2ncc(C(=O)Nc3ccc(F)cc3F)c(=O)n2c1
 : 3% | -4% | -1% | 14% | . | -4 | 49% | 0% | -2%
Cc1cc(C)cc(-n2ccn3c(CC(C)(C)CC(=O)O)nnc3c2=O)c1
 : 3% | 1% | 3% | -11% | . | -19 | 32%[activator] | -8% | -3%
COc1cc(C2CC(=O)Oc3c(C(CCN4CCCC(C)C4)c4ccc(N(C)C)cc4)c(OC)cc(OC)c32)cc(OC)c1OC (stereo unspecified)
 : -11%&-15% | -12%&-4% | -8%&-8% | -14%&-8% | -3%&3% | 1 | 1% | ? | -6%&-3%
CCOC(=O)C1CCCN(C(=O)C(=O)Nc2ccc3nc4n(c(=O)c3c2)CCCCC4)C1 (stereo unspecified)
 : 5% | 0% | -23% | -9% | 35% | -12 | -22% | -15% | -8%
Cn1ccnc1C(O)c1ccccc1 (stereo unspecified)
 : -5% | -5% | 0% | 5% | 0% | 2 | 0% | -8% | -2%
CN(CC(=O)Nc1ccc(F)cc1)CC(=O)Nc1ccc(Cl)c(S(=O)(=O)N2CCOCC2)c1
 : 28% | -4% | -5% | -19% | 2% | -8 | 4% | -4% | -1%
COc1ccc(C(=O)N/N=C(\N)c2cc3ccccc3oc2=O)cc1
 : 11% | 7% | -9% | 3% | 39% | -1 | 41% | 0% | -1%
N/C(=N\OC(=O)COc1ccc(Cl)cc1Br)c1cccnc1
 : 19% | -5% | -10% | -5% | 5% | -7 | -1% | -4% | 1%
COc1ccccc1Nc1nc2nonc2[nH]c1=O
 : 50%[activator] | -2% | -1% | -6% | 2% | -7 | ? | -4% | -1%
Cn1c(CC(=O)Nc2ccccc2F)nnc1SCC(=O)Nc1nccs1
 : 5% | -4% | 2% | -13% | 37% | -5 | 43% | 7% | -1%
CC(=O)c1cccc(NC(=O)CN2CCc3cc4c(cc3C2C)OCCCO4)c1 (stereo unspecified)
 : 9% | -1% | -8% | -12% | 0% | -2 | 21% | -6% | -5%
O=C1c2cc(O)c(O)cc2OC(c2ccc(O)c(O)c2)C1O (stereo unspecified)
 : 3.2µM* | . | . | 8.9µM* | . | 15 | . | 14µM* | 0%
Cc1ccccc1S(=O)(=O)/N=C(/c1ccccc1)N(C)C
 : 12% | 1% | -4% | 0% | 8% | -2 | 23% | 1% | -9%
COc1ccc(Cc2nnc(NC(=O)C(C)(C)C)s2)cc1
 : 59%[activator] | 2% | -24% | -1% | 3% | -7 | 15% | -15% | 0%
CCCc1cc(=O)n2[nH]c(NC(=O)c3ccco3)nc2n1
 : 94%[activator] | -1% | 6% | 5% | 28% | 1 | 12% | -19% | 0%
O=C(CCc1ccccc1)Nc1nccs1
 : 20% | -4% | -19% | 0% | 4% | 0 | 27% | -1% | 2%
CC(=O)Nc1sc2c(c1C(c1ccccc1Cl)N1CCN(CCO)CC1)CCCC2 (stereo unspecified)
 : 9% | 0% | -14% | -9% | -10% | -4 | 3% | -28% | -4%
O=C(CCNC(=O)c1ccccc1)NCCc1ccc(Cl)cc1
 : 21% | 3% | 5% | 3% | -14% | -8 | 19% | -6% | -1%

Another view of part of the listing above:
| SMILES | Pol iota inh | BLM inh | Anesthetic bind | POLK inh | APEX1 inh | LDHA block | Pol beta inh | Pol eta inh | Glioma ERSR ind |
| --- | --- | --- | --- | --- | --- | --- | --- | --- | --- |
| C/C(=N\N1CCN(c2ccc(Cl)cc2)CC1)c1cccs1 | -9% | -1% | -4% | -2% | 4% | -3 | 11% | -13% | -1% |
| COCCN1C2=C(COC(C)(C)C2)C(=S)NC1c1ccccc1 (stereo unspecified) | -7%[58.9 µM] | -4% | 1% | -6% | 13% | 0 | 16% | -10% | 0% |
| Cc1nc([N+](=O)[O-])cn1CC(=O)Nc1ccc2c(c1)OCO2 | 14% | -1% | 0% | -16% | 23% | -9 | ? | -16% | 0% |
| O=c1oc2ccc(Br)cc2cc1-c1nc2ccccc2o1 | 22% | -4% | -6% | -6% | 0% | -15 | 21% | 0% | 1% |
| Cc1ccc2ncc(C(=O)Nc3ccc(F)cc3F)c(=O)n2c1 | 3% | -4% | -1% | 14% | . | -4 | 49% | 0% | -2% |
| Cc1cc(C)cc(-n2ccn3c(CC(C)(C)CC(=O)O)nnc3c2=O)c1 | 3% | 1% | 3% | -11% | . | -19 | 32%[activator] | -8% | -3% |
| COc1cc(C2CC(=O)Oc3c(C(CCN4CCCC(C)C4)c4ccc(N(C)C)cc4)c(OC)cc(OC)c32)cc(OC)c1OC (stereo unspecified) | -11%&-15% | -12%&-4% | -8%&-8% | -14%&-8% | -3%&3% | 1 | 1% | ? | -6%&-3% |

Later entries.
Each structure is followed by: Pol iota inh | BLM inh | Anesthetic bind | POLK inh | APEX1 inh | LDHA block | Pol beta inh | Pol eta inh | Glioma ERSR ind
CCc1cc(-c2n[nH]c(=S)n2-c2ccccc2C)cs1
 : ? | -4% | -8% | 1% | 2% | -5 | 9% | 5% | 0%
CC(=O)N1CCc2c(sc(NC(=O)CN3C(=O)c4ccccc4C3=O)c2C(N)=O)C1
 : ? | -10% | -15% | -14% | -6% | -2 | 6% | 0% | -3%
O=C(CCN1CCC(c2ccc(Cl)s2)=N1)c1ccc(Cl)s1
 : -13% | -7% | -2% | -12% | 14% | 2 | 38% | 0% | -3%
O=C(Nc1cccnc1)c1ccc2snnc2c1
 : 8% | 0% | -10% | 4% | -1% | -7 | 35% | -7% | 0%
Cc1cccc(C(=O)N[C@H](C(=O)Nc2ccc3c(c2)OCO3)C(C)C)c1
 : 14% | . | . | -6% | -3% | -7 | . | -18% | 1%
COc1ccc(NC(=S)N2CCN(C/C=C/c3ccccc3)CC2)c(OC)c1
 : 34%[activator] | -2% | -10% | -6% | -3% | -2 | 12% | -21% | -3%
C=CCn1c(SCCC(=O)O)nc2c1c(=O)n(C)c(=O)n2C
 : -14% | -3% | -12% | -3%[60.1 µM] | 2% | -1 | 15% | -4% | -5%
CCOC(=O)c1c(-c2cccs2)csc1NC(=O)CN1CCOCC1
 : -12% | -9% | -3% | -5% | -3% | -2 | -2% | -17% | 15%
COc1ccc(S(=O)(=O)N2CCOC2CNC(=O)C(=O)NCC(C)C)cc1OC (stereo unspecified)
 : 20% | 0% | -11% | -3% | -19% | -6 | -13% | 2% | -3%
CCOC(=O)c1ccc(S(=O)(=O)N2CCN(CC(O)COc3cccc(C(C)=O)c3)CC2)cc1 (stereo unspecified)
 : 18% | -5% | -12% | 17% | 10% | -4 | 19% | -16% | -4%
Nc1ncnc2c1C1(CCCCC1)Cc1ccccc1-2
 : 18% | 2% | 6% | -11% | 1% | -3 | -16% | -11% | -2%

Part of the list above, as labelled records:
Compound: CN(CC(=O)Nc1ccc(F)cc1)CC(=O)Nc1ccc(Cl)c(S(=O)(=O)N2CCOCC2)c1
  Pol iota inh: 28%
  BLM inh: -4%
  Anesthetic bind: -5%
  POLK inh: -19%
  APEX1 inh: 2%
  LDHA block: -8
  Pol beta inh: 4%
  Pol eta inh: -4%
  Glioma ERSR ind: -1%

Compound: COc1ccc(C(=O)N/N=C(\N)c2cc3ccccc3oc2=O)cc1
  Pol iota inh: 11%
  BLM inh: 7%
  Anesthetic bind: -9%
  POLK inh: 3%
  APEX1 inh: 39%
  LDHA block: -1
  Pol beta inh: 41%
  Pol eta inh: 0%
  Glioma ERSR ind: -1%
